# Source: PubChem BioAssay
# GASC-1 inh: human JMJD2C demethylase inhibition | Q9H3R0 | inhibition, % at 2.35 µM | 330,000 compounds, 0.069% hits | AID 2099 | GST-JMJD2C(1-420) H3K9me3 demethylation, DELFIA europium;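 active = more than half of a compound's replicate wells show inhibition beyond 50%, single wells judged on their own value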;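 note: signal counts dimethyl H3K9 product captured on neutravidin plate; 0% = median of DMSO wells and 100% = 0.3 times that DMSO median; strong numbers were not always called active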
# Target sequence (Q9H3R0 1-420 limits assumed): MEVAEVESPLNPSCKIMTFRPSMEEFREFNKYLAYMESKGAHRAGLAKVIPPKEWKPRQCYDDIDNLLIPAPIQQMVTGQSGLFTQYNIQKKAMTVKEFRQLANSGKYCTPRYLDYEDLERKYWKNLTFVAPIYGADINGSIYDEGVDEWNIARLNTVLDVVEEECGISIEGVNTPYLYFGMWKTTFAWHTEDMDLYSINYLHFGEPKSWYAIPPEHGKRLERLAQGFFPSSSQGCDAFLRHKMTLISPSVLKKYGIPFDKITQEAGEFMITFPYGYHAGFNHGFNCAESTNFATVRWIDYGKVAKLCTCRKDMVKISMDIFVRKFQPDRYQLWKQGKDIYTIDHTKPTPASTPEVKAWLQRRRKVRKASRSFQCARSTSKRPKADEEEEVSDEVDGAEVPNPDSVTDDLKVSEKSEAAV
# RPL19A-GFP yeast: yeast TOR pathway RPL19A-GFP modulation; S. cerevisiae RPL19A-GFP strain, flow cytometry, 3 h; hits give low values; percent response vs DMSO, % at 10 µM; 330,000 compounds, 0.3% hits; AID 2025;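 active = percent response vs DMSO below 50%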;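 note: median channel GFP fluorescence of the barcoded RPL19A-GFP strain; ratio of sample median GFP to plate DMSO average so 100% = DMSO; lower means less RPL19A-GFP as with rapamycin TOR inhibition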
# GRK2 inh: inhibitors of human GRK2 displacing RNA aptamer; bead flow cytometry, FAM-aptamer displacement from GRK2; 330,000 compounds, 0.59% hits; inhibition of aptamer binding, % at 10 µM; P25098;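 active = inhibition of aptamer binding above 40%, roughly 3 SD of noise, on plates passing a quality check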;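 note: median bead fluorescence of bound FAM aptamer so fluorescent compounds give negative values; no value below 0 was filed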
# MEP2-GFP yeast: alters MEP2-GFP fluorescence in TOR pathway yeast screen; S. cerevisiae MEP2-GFP strain, flow cytometry GFP, 3 h; 100% = DMSO control level; GFP response vs DMSO, % at 10 µM; 330,000 compounds, 0.51% hits; AID 2016;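 active = GFP response versus DMSO above a set limit, roughly screen mean plus 3 SD, cut at about 180% in these data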;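 note: median GFP fluorescence of the barcode-gated MEP2-GFP cells per well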
# LAP4-GFP MLPCN: yeast TOR pathway LAP4-GFP modulation; 320,000 compounds, 0.34% hits; AID 2023; S. cerevisiae LAP4-GFP multiplex, flow cytometry GFP, 3 h; median GFP as percent of DMSO wells; GFP response vs DMSO, % at 10 µM;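 active = GFP response vs DMSO above a set limit, about the screen mean plus 3 SD, cut at about 150% in these data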
# VLA-4 inh: inhibition in a human VLA-4 binding assay | VLA-4 expressing cells, ligand binding flow cytometry | inhibition, % (about 7 µM as worked out from the volumes in the protocol) | 330,000 compounds, 0.2% hits | AID 2557; in the data active = inhibition above about 50%
# CIT2-GFP yeast: yeast TOR pathway CIT2-GFP modulation | S. cerevisiae CIT2-GFP strain, flow cytometry, 3 h; 100 means same as DMSO wells | GFP response vs DMSO, % at 10 µM | 320,000 compounds, 0.065% hits;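 active = GFP response relative to DMSO above a set limit, near the screen mean plus 3 SD, cut at about 150% in these data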;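 note: ratio of well median GFP fluorescence to mean of DMSO wells on the plate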
# AGP1-GFP MLPCN: yeast TOR pathway AGP1-GFP modulation. AID 2066. 320,000 compounds, 0.02% hits. GFP response vs DMSO, % at 10 µM. S. cerevisiae AGP1-GFP multiplex flow cytometry, 3 h; GFP as percent of DMSO wells;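 active = GFP response relative to DMSO above a set limit, near screen average plus 3 SD, cut at about 150% in these data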;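 note: median GFP channel fluorescence of the gated AGP1 strain per well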
# * marks the source's active call; other numbers are inactive results; · = no result given; & = joins results of further samples.
SMILES,GASC-1 inh,RPL19A-GFP yeast,GRK2 inh,MEP2-GFP yeast,LAP4-GFP MLPCN,VLA-4 inh,CIT2-GFP yeast,AGP1-GFP MLPCN
CC(=O)c1c(C)[nH]c(C(=O)Nc2cccc(S(=O)(=O)N3CCCCC3)c2)c1C,-1,92,0,93,98,-18,89,93
COc1cccc(C(=O)NNC(=O)C2CCCO2)c1 (stereo not drawn),6,105,0,102,100,6,112,103
COc1cc2c(cc1OC)CN(Cc1cc(=O)oc3c(C)c(C)ccc13)CC2,5,103,0,70,98,-3,98,100
O=C(NCCOC(=O)c1ccc([N+](=O)[O-])cc1)c1cccnc1,-3,101,2,97,103,-1,104,107
Cc1cc(C)c(OCC(=O)OCC(=O)NNC(=O)c2ccccc2F)c(C)c1,2,100,0,107,108,34,103,105
CCCOC(=O)C1=C(C)N(C)C(=O)NC1c1cc2c(cc1[N+](=O)[O-])OCO2 (stereo not drawn),5,96,4,103,93,-4,83,93
CC(OC(=O)c1ccccc1Oc1ccccc1)C(=O)NC1CC1 (stereo not drawn),8,105,3,108,101,-3,103,102
NS(=O)(=O)c1ccc(CCNC(=O)C2CCCO2)cc1 (stereo not drawn),2,104,1,100,98,-7,107,108
Cc1cc(C)n(CC2CC(=O)N(c3ccc(C)c(Cl)c3)C2=O)n1 (stereo not drawn),7,99,0,103,93,24,101,101
Cc1oc(-c2ccc(Cl)cc2)nc1CS(=O)CC(=O)NC1CCCCC1 (stereo not drawn),-5,105,0,108,100,7,107,107
Cn1cccc1C(=O)OCC(=O)NC(=O)NC1CCCCC1,0,92,4,93,84,7,89,87
CCC1=NN2C(=N)/C(=C/c3ccc(OS(=O)(=O)c4ccccc4)c(OC)c3)C(=O)N=C2S1,-25,107,0,109,92,-2,103,104
CC(=O)Nc1ccc(Nc2nc(C)nc3c2nnn3Cc2ccccc2Cl)cc1,5,109,0,109,107,21,111,113
CCN1CCN(C(=O)Nc2cc(Cl)ccc2OC)CC1,-1,100,0,103,98,0,95,99
CCn1nc(C(=O)NCCc2ccc3c(c2)OCCO3)c2ccccc2c1=O,-1,98,2,103,94,13,105,99
CCc1ccc(CCC(=O)Nc2ccc(C)cc2C)o1,1,99,0,110,118,8,98,102
Cc1cc2c(cc(C(=O)OC(C(=O)NCC3CCCO3)C(C)C)n2C)o1 (stereo not drawn),10,100,3,97,91,1,100,97
CC(C)C(OC(=O)c1cccs1)C(=O)NCc1ccc(F)cc1 (stereo not drawn),-1,99,0,95,98,6,98,96
O=C(NCc1ccc2c(c1)OCO2)C1CC(c2ccc(Cl)cc2)=NO1 (stereo not drawn),4,98,2,103,98,-1,101,100
COc1ccc(CN2CCCCC2C)c(C)c1C (stereo not drawn),50*,88,0,80,90,15,93,78
NC(=O)c1cc(NC(=O)CCCc2nc3ccccc3s2)cc(C(N)=O)c1,12,98,0,96,104,-4,98,103
CCOc1cccc(CN2CCCC(N3CCN(c4cccc(Cl)c4)CC3)C2)c1O (stereo not drawn),-2,102,0,107,92,0,102,97
O=C(c1ccco1)N1CCN(C(=O)N2CCCC2)CC1,8,100,0,102,95,-2,77,104
Cc1nc2c(C)cccn2c(=O)c1NC(=O)c1cccc2ccccc12,4,96,1,147,126,-5,83,140
CC(C)CCOc1ccc(C(=O)N2CCN(c3ncccn3)CC2)cc1,7,100,0,98,93,-7,99,90
COc1ccc(-c2cc(C)no2)cc1S(=O)(=O)N1CCN(c2ccc([N+](=O)[O-])cc2)CC1,4,106,0,113,97,0,108,111
O=C(NCC1COc2ccccc2O1)c1ccccc1 (stereo not drawn),0,96,1,103,110,8,96,97
COc1ccccc1NC(=O)NCc1ccccc1F,10,102,6,98,96,-8,98,95
Cc1ccc2nc(SCC(=O)NCc3ccc(F)cc3)[nH]c2c1,-4,108,1,113,97,-5,111,86
CN(C1CCCCC1)S(=O)(=O)c1ccc(S(=O)(=O)N2CCN(CCC#N)CC2)cc1,6&-3,99,1,112,96,-8,99,103
C=CCOc1c(CNc2ccc(S(N)(=O)=O)cc2)cccc1OC,0,103,0,103,111,0,99,104
O=C(NCCOc1ccccc1)C1CCCCC1,1,104,0,94,97,9,101,102
CN1C(=S)SC(N2OC3C(=O)N(c4ccccc4)C(=O)C3C2c2ccccc2)C1(C)C (stereo not drawn),-30,110,1,115,105,30,110,108
CCCCOC(C)n1cc(F)c(=O)[nH]c1=O (stereo not drawn),18,100,0,98,95,-12,92,100
CN(CCO)C(=O)CCC(=O)Nc1ccc(S(N)(=O)=O)cc1,39,98,3,96,101,1,104,95
CCOC(=O)Cc1csc(NC(=O)NC2(C(F)(F)F)Oc3ccc(Cl)cc3O2)n1 (stereo not drawn),-4,98,0,96,96,16,93,99
O=C(NCCc1c[nH]c2ccccc12)c1ccc([N+](=O)[O-])cc1,-5,103,41*,97,100,26,95,98
CCCCCCCCN1[C@@H](CC(C)=O)c2cc(C(F)(F)F)ccc2S1(=O)=O,-4,105,0,97,123,15,93,87
CN(C)C(=O)c1ccc(NC(=O)COC(=O)C2(c3ccccc3)CCCC2)cc1,1,101,2,101,96,22,92,99
C=CCOc1cccc(C(=O)NC(c2ccccc2)C(C)C)c1 (stereo not drawn),-31,101,4,103,92,11,100,99
CN(C(=O)COC(=O)/C=C/c1ccc2ccccc2n1)C1CCS(=O)(=O)C1 (stereo not drawn),-1,98,0,89,89,-4,104,97
O=S(=O)(c1cnc[nH]1)N1CCN(c2ccccc2)CC1,-3,105,0,99,110,-14,99,104
O=S(=O)(CCN(CCS(=O)(=O)C(F)(F)F)CC1CCCO1)C(F)(F)F (stereo not drawn),-6,90,0,95,243*,21,102,79
CC(C)(C)C(=O)O/N=C(\N)c1c(Cl)cccc1Cl,-3,98,3,95,111,5,106,93
CC1CN(C(=O)c2ccccc2NS(=O)(=O)c2cccc([N+](=O)[O-])c2)CC(C)O1 (stereo not drawn),-3,105,0,102,94,0,104,106
COc1ccc(-c2noc(-c3ccccc3C(=O)Nc3cccc(OC)c3)n2)cc1,1,97,1,105,101,1,100,106
CCn1nnnc1SCC(=O)NC1Cc2ccccc2C1,15,94,0,97,105,23,103,105
O=C(CSC(=S)N1CCCC1)NCC(=O)Nc1ccccc1Br,32,102,0,97,115,14,98,118

# Complete entries, looked up by structure.
# CCCCCCCCN1[C@@H](CC(C)=O)c2cc(C(F)(F)F)ccc2S1(=O)=O across the screens: GASC-1 inh: -4; RPL19A-GFP yeast: 105; GRK2 inh: 0; MEP2-GFP yeast: 97; LAP4-GFP MLPCN: 123; VLA-4 inh: 15; CIT2-GFP yeast: 93; AGP1-GFP MLPCN: 87
# C=CCOc1cccc(C(=O)NC(c2ccccc2)C(C)C)c1 (stereo not drawn) across the screens: GASC-1 inh: -31; RPL19A-GFP yeast: 101; GRK2 inh: 4; MEP2-GFP yeast: 103; LAP4-GFP MLPCN: 92; VLA-4 inh: 11; CIT2-GFP yeast: 100; AGP1-GFP MLPCN: 99

# Additional compounds:
SMILES,GASC-1 inh,RPL19A-GFP yeast,GRK2 inh,MEP2-GFP yeast,LAP4-GFP MLPCN,VLA-4 inh,CIT2-GFP yeast,AGP1-GFP MLPCN
C/C(=N\NC(=O)CSCc1ccc(Cl)cc1)c1ccc(NC(=O)c2ccccc2)cc1,4,93,0,104,119,-11,99,91
COc1ccnc(N=CNOCc2cccc(C(F)(F)F)c2)c1C#N,-6,103,1,107,103,1,101,95
Cc1ccccc1NC(=O)c1ccc(F)c(S(=O)(=O)NCC2CCCO2)c1 (stereo not drawn),-3,101,0,104,88,13,101,99
COc1ccccc1N(C)S(=O)(=O)c1ccc(C(=O)OCC(=O)N(C)c2ccccc2)cc1,-11,99,1,103,93,8,·,102
COc1ccccc1OCC(=O)Nc1ccc(CSc2ccccc2)cc1C,-23,99,2,103,101,0,94,100
Cc1ccc(C(=O)c2coc3ccc(O)c(Cl)c23)cc1,4,97,0,108,147,17,72,87
Cc1cc2nc(C3CCN(C(=S)NCC(C)C)CC3)[nH]c2cc1C,-3,102,0,100,91,12,99,101
O=C(NNC(=O)c1ccc(-c2ccc([N+](=O)[O-])cc2)o1)c1ccncc1,-2,103,2,106,105,5,103,102
Cc1ccc2oc3c(c(=O)c2c1)C(c1cccc(O)c1)N(c1ccccn1)C3=O (stereo not drawn),0,100,4,114,101,3,104,106
Cc1cc(OCC(=O)NCCCN2CCOCC2)c2c(C)c(C)c(=O)oc2c1,-10,102,1,110,102,5,100,102
CCCCCCNC(=O)Cc1c(O)c2ccccc2[nH]c1=O,-2,96,1,97,102,5,95,95
c1ccc(CNC23CC4CC(CC(C4)C2)C3)nc1,1,109,2,113,107,-26,88,49
CCOc1ccc(N2CC(C(=O)Nc3cccc(S(=O)(=O)N4CCCC4)c3)CC2=O)cc1 (stereo not drawn),-5,94,0,88,95,3,89,100
O=C1CN(C(=O)COC(=O)[C@@H]2CCCN2S(=O)(=O)c2ccc(Cl)cc2)c2ccccc2N1,-6,102,1,102,95,0,102,103
Cc1ccccc1NC(=S)N/N=C1\CC(C)(C)Oc2ccc(O)cc21,2,95,0,99,93,7,95,96

# Three compounds out of the list, ordered by SMILES length, high to low:
SMILES,GASC-1 inh,RPL19A-GFP yeast,GRK2 inh,MEP2-GFP yeast,LAP4-GFP MLPCN,VLA-4 inh,CIT2-GFP yeast,AGP1-GFP MLPCN
C/C(=N\NC(=O)CSCc1ccc(Cl)cc1)c1ccc(NC(=O)c2ccccc2)cc1,4,93,0,104,119,-11,99,91
Cc1ccccc1NC(=O)c1ccc(F)c(S(=O)(=O)NCC2CCCO2)c1 (stereo not drawn),-3,101,0,104,88,13,101,99
Cc1cc2nc(C3CCN(C(=S)NCC(C)C)CC3)[nH]c2cc1C,-3,102,0,100,91,12,99,101

# Three entries out of the list above, ordered by the number in GRK2 inh, rising.
canonical_smiles	GRK2 inh
Cc1cc2nc(C3CCN(C(=S)NCC(C)C)CC3)[nH]c2cc1C	0
O=C1CN(C(=O)COC(=O)[C@@H]2CCCN2S(=O)(=O)c2ccc(Cl)cc2)c2ccccc2N1	1
c1ccc(CNC23CC4CC(CC(C4)C2)C3)nc1	2
